M4 PAM: human M4 muscarinic receptor positive allosteric modulators, primary screen, CHO-K1 cells, Fluo-8 calcium fluorescence; 360,000 tested, 0.4% active; CHO-K1 hM4/Gqi5, ACh EC20; 0% = ACh EC20, 100% = maximal ACh; activation, % at 3 µM; Muscarinic acetylcholine receptor M4 (Homo sapiens), P08173;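 active means activation above its plate's cutoff, the mean activation of sample wells plus 3 SD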; further: some results filed as inactive read as strong as hits
Target sequence (P08173 whole entry, looked up): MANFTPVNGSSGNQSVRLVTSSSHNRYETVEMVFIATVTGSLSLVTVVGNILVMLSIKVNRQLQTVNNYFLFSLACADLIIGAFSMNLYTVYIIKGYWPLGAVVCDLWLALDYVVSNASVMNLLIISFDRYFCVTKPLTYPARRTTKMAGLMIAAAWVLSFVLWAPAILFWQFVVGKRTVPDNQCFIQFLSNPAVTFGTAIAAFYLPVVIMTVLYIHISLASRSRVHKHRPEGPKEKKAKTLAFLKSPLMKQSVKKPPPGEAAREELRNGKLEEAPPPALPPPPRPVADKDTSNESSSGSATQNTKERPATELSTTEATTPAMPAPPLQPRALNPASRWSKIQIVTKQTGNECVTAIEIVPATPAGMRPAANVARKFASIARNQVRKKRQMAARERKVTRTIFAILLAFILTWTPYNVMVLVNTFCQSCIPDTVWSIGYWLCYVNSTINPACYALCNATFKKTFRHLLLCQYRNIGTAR
PHOSPHO1 block: PubChem AID 1565; inhibition, % at 13.3 µM; recombinant PHOSPHO1, absorbance phosphatase assay; 290,000 tested, 1.1% active; Phosphoethanolamine/phosphocholine phosphatase (Homo sapiens), Q8TCT1; in the data active means inhibition above about 60%
Target sequence (Q8TCT1 whole entry, looked up): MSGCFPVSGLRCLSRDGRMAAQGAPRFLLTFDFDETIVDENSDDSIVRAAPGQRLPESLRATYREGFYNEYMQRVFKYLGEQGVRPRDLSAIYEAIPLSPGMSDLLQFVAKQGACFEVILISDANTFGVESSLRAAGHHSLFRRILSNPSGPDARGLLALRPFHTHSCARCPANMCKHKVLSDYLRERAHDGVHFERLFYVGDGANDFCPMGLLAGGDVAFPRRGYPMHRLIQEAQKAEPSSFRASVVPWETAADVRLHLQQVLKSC
MEKK3 PB1 HTS: modulators of MEKK3-MEK5 PB1 binding, primary screen, biochemical, wildtype MEKK3, multiplex bead flow cytometry, Alexa488-MEK5. 290,000 tested, 1.4% active. bead-based flow cytometry, Alexa488-MEK5 binding to MEKK3; actives lie on both sides; 0 = blocked by unlabeled MEK5, 100 = vehicle. binding response (% of control), % at 10 µM. Mitogen-activated protein kinase kinase kinase 3 (Homo sapiens), Q99759;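 active means binding response more than 3 SD above or below the average of its plate-row segment, actives on both sides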;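 further: Alexa488 bead fluorescence after subtracting the streptavidin-only scavenger bead signal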
GalR3 antagonist: GalR3 antagonists in HEK293 cells, primary screen, cell-based, fluorescence readout. inhibition, % at 3 µM. 360,000 tested, 0.44% active. HEK293 GalR3-CNG cAMP membrane potential fluorescence; galR3 body fused to GalR1 C-terminus. Galanin receptor type 3 (Homo sapiens), O60755;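 active means inhibition above the screen-wide average plus 3 SD, cut at about 13% in these data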;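 further: forskolin and galanin both at EC90 stimulate the cells; cAMP rise reported by CNG channel membrane potential dye signal; 0% = forskolin plus galanin with DMSO and 100% = forskolin alone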
Target sequence (O60755 1-299 limits assumed): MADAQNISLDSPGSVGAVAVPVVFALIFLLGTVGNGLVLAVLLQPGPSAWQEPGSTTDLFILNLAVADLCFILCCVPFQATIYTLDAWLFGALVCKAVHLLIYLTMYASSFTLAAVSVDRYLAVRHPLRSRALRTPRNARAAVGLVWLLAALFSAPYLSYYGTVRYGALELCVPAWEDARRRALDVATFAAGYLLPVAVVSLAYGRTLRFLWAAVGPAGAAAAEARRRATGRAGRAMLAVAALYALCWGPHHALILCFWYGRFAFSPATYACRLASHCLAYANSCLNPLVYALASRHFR
IDE cell activ: human IDE activators in live cells, primary screen, fluorescence polarization, HEK cells, FAbeta-B substrate. 340,000 tested, 0.073% active. FAbeta-B cleavage; 0% vehicle, 100% cell-free pure enzyme wells. Insulin-degrading enzyme (Homo sapiens), P14735. activation, % at 5.96 µM;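 active means activation above the mean of all tested compounds plus 3 SD, set per screening campaign, cut at about 17% in these data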
CRFBP-R2 agonist: agonists of CRF-BP/CRF-R2 complex, primary screen, cell-based, HEK293, calcium dye fluorescence, uHTS | calcium dye fluorescence (FLIPR); percent of saturating CRF peptide response | activation, % at 13.2 µM | CRF-binding protein / CRF receptor 2 complex (human) | 350,000 tested, 0.46% active;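 active means activation of at least 50%, plus an integration ratio under a set limit after plate pattern correction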;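 further: plate controls were neutral control wells without compound for no effect and CRF at EC100 for full effect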
pCIP destab: p/CIP-EGFP fusion destabilizers, primary screen, fluorescence, F442A cells; Q05BA5; 290,000 tested, 0.01% active; AID 1984, 2009; decrease of EGFP signal, % at 10 µM; 16 h;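 active means EGFP signal decrease of at least 30% at 10 µM or well 3 SD below plate mean, unless failing retest; inactive means the rest, including hits failing retest or dose response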; further: some compounds called inactive have numbers as strong as hits; many of its hits are not listed in these tables
CRFR2-BP antag: antagonists of CRF-BP/CRF-R2 complex, primary screen, cell-based, HEK293, calcium dye fluorescence, uHTS; CRF-induced calcium fluorescence; inhibition, % at 11.8 µM; 350,000 tested, 0.59% active;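 active means inhibition of the ligand-induced calcium signal above about 50% at the single tested concentration, limit read from the data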
IDE inh: human IDE inhibitors in live cells, primary screen, fluorescence polarization, HEK cells, FAbetaB substrate. Insulin-degrading enzyme (Homo sapiens), P14735. FAbetaB cleavage. inhibition, % at 5.59 µM. 320,000 tested, 0.41% active. AID 434962, 2010;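 active means percent inhibition above the average of all tested compounds plus 3 SD, set per screening campaign, cut at about 16% in these data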;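 further: IDE supplied by intact live HEK cells; FP after avidin binding of uncleaved biotin substrate so inhibition keeps polarization high; 0% = DMSO wells and 100% = 60 µM reference IDE inhibitor Ii1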
Starred values were filed as active, the others as inactive; . = not tested or not shown; & = joins results of further samples. Rows are unselected; any-hit rate near 4.2%.

SMILES	M4 PAM	PHOSPHO1 block	MEKK3 PB1 HTS	GalR3 antagonist	IDE cell activ	CRFBP-R2 agonist	pCIP destab	CRFR2-BP antag	IDE inh
CCN1CCN(C(=O)Nc2ccc(Cc3ccc(NC(=O)N4CCN(CC)CC4)cc3)cc2)CC1	-3	24	105	-6	-1	0.1	-5	-16	3
CCCCC(C(=O)O)C(C)CC(=O)Nc1nccs1 (stereo unspecified)	4	24	104	-6	6	0.7	-4	10	4
O=C(OCc1cc2ccccc2[nH]c1=O)c1ccccn1	-3	5	104	-2	-4	-0.4	-8	-8	3
COC(=O)c1ccc(COc2ccccc2/C=C(\C#N)C(=O)Nc2c(C)cc(C)cc2C)cc1	-8	4	101	-4	4	-1.9	2	-46	8
CC(C)N(Cc1nccn1C)C(=O)c1cc(COc2ccc(F)cc2Cl)on1	-7	9	105	-4	0	-0.9	-12	3	2
COCCNC(=O)c1cc2sccc2n1C	9	9	93	11	4	-2.9	0	21	1
C/C=C/C1=CC(=O)C[C@H](c2ccc3c(c2)OCO3)C1	0	.	.	-5	0	-1.2	.	9	-1
COc1ccc(NC(=O)c2cc3ccccc3cc2OC)cc1	3	25	102	-14	-2	-0.3	3	2	3
O=C(NNc1ccccc1C(F)(F)F)c1sccc1Br	-10	-1	89	-7	7	-3.1	-4	-38	-8
CCCCOc1ccc(Cc2c(O)nc(SC)[nH]c2=O)cc1	18*	18	97	-2	-4	0.3	-9	-18	0
CCOc1ccc2nc(Cl)sc2c1	-1	16	100	-6	3	-1.7	22	-13	3
CCc1[nH]nc(C(=O)N2CCCC(CNS(=O)(=O)c3cccs3)C2)c1C (stereo unspecified)	7	43	102	-3	-1	0.2	-5	5	1
COc1ccc(OC)c(S(=O)(=O)Nc2cccc3ccccc23)c1	-3	.	.	-1	.	-0.9	.	-5	9
CN1CCN(S(=O)(=O)c2cccc(C(=O)O)c2)CC1	-9	-15	102	-5	6	0.8	-5	8	7
Cc1cc(C)c(S(=O)(=O)NCCC2CCCN2C)c(C)c1 (stereo unspecified)	2	18	103	-7	1	-0.4	-6	19	1
COc1ccc(NC(=O)c2cc([N+](=O)[O-])ccc2N2CCCCC2)cc1OC	-5	.	.	-4	3	-1.0	.	17	2
CCOc1ccc(C(=O)NCC(=O)OCc2cc([N+](=O)[O-])cc3c2OCOC3)cc1OCC	10	-2	102	-1	-5	-0.6	18	-17	4
CCCCC(CC)C(=O)Nc1cccc(SC)c1 (stereo unspecified)	18	20	99	-4	2	0.3	4	16	1
Cc1ccc(Cn2c(SC3CCOC3=O)nc3ccccc3c2=O)cc1 (stereo unspecified)	3	-4	100	-6	0	-0.4	-2	-3	0
O=C(COc1ccc(S(=O)(=O)N2CCCC2)cc1Cl)NCc1ccc2c(c1)OCO2	-5	-8	109	-2	3	0.6	-10	10	1
C=CCn1cnc2c(nnn2-c2cc(C)cc(C)c2)c1=O	10	34	107	7	12	-0.7	-8	5	-2
COC(=O)c1c(NC(=O)COC(=O)[C@@H](NS(=O)(=O)c2ccc(C)cc2)C(C)C)sc2c1CCC2	-4	-14	97	-11	7	0.8	8	-22	1
Cc1nnsc1C(=O)N1CCCC(N2CCN(c3ccc(F)cc3)CC2)C1 (stereo unspecified)	4	-2	101	-1	1	-0.7	-2	4	-1
CC1Sc2ccc(C(=O)N(CCc3ccccc3)Cc3ccccc3)cc2NC1=O (stereo unspecified)	-3	.	.	-6	.	0.2	.	-14	.
CCOC(=O)c1ccc(NC(=O)c2nc[nH]c2C(=O)NCCCCNC(=O)c2[nH]cnc2C(=O)Nc2ccc(C(=O)OCC)cc2)cc1	2	.	.	-9	0	0.1	.	9	-6

2 entries from above, set out differently:
The line under a structure holds: M4 PAM, PHOSPHO1 block, MEKK3 PB1 HTS, GalR3 antagonist, IDE cell activ, CRFBP-R2 agonist, pCIP destab, CRFR2-BP antag, IDE inh
CCc1[nH]nc(C(=O)N2CCCC(CNS(=O)(=O)c3cccs3)C2)c1C (stereo unspecified)
 : 7, 43, 102, -3, -1, 0.2, -5, 5, 1
COc1ccc(OC)c(S(=O)(=O)Nc2cccc3ccccc23)c1
 : -3, ., ., -1, ., -0.9, ., -5, 9

Arranged by value in pCIP destab (descending): some entries from above.
SMILES	M4 PAM	PHOSPHO1 block	MEKK3 PB1 HTS	GalR3 antagonist	IDE cell activ	CRFBP-R2 agonist	pCIP destab	CRFR2-BP antag	IDE inh
CCCCC(CC)C(=O)Nc1cccc(SC)c1 (stereo unspecified)	18	20	99	-4	2	0.3	4	16	1
Cc1nnsc1C(=O)N1CCCC(N2CCN(c3ccc(F)cc3)CC2)C1 (stereo unspecified)	4	-2	101	-1	1	-0.7	-2	4	-1
O=C(NNc1ccccc1C(F)(F)F)c1sccc1Br	-10	-1	89	-7	7	-3.1	-4	-38	-8
CN1CCN(S(=O)(=O)c2cccc(C(=O)O)c2)CC1	-9	-15	102	-5	6	0.8	-5	8	7
O=C(COc1ccc(S(=O)(=O)N2CCCC2)cc1Cl)NCc1ccc2c(c1)OCO2	-5	-8	109	-2	3	0.6	-10	10	1
CC(C)N(Cc1nccn1C)C(=O)c1cc(COc2ccc(F)cc2Cl)on1	-7	9	105	-4	0	-0.9	-12	3	2

New compounds follow
SMILES	M4 PAM	PHOSPHO1 block	MEKK3 PB1 HTS	GalR3 antagonist	IDE cell activ	CRFBP-R2 agonist	pCIP destab	CRFR2-BP antag	IDE inh
O=C(N/N=C/c1cccs1)C(=O)N1CCCC1	-1	32	100	-1	3	-2.2	-2	7	6
COc1cccc(CN2CCN(Cc3ccco3)CC2)c1	-5	42	109	-11	3	-2.1	-14	11	-2
COc1c(C)cc(C(=O)C2CCCN(C(=O)c3ccc4cc[nH]c4c3)C2)cc1C (stereo unspecified)	-11	-24	99	-1	-9	-1.5	8	-11	-2
CCc1cc2c(C)cc(=O)oc2cc1OC(=O)C1CCCN1C(=O)OC(C)(C)C (stereo unspecified)	.	1	94	.	.	-0.6	-3	20	7
COc1ccc(C2C(C(C)=O)=C(O)C(=O)N2CCCn2ccnc2)cc1OC (stereo unspecified)	24	6	102	2	3	0.6	-6	-36	-1
Cc1cc2c(c(=O)o1)C(C(C)C)C(C#N)=C(N)O2 (stereo unspecified)	6	-10	109	-6	3	-1.3	4	-8	1
O=C(/C=C/c1cccc(Cl)c1)NCc1cccs1	3	19	101	-6	4	-1.6	-3	6	-2
Cc1cc(C)n(-c2ccc(C(=O)OC(C)C)cc2)n1	5	3	100	1	1	0.1	10	0	0
O=C(NCc1nnnn1-c1cccc(F)c1)c1ccc(S(=O)(=O)N2CCOCC2)cc1	1	.	.	-2	0	-2.0	.	13	4
CCCCCCCCCn1ccc(=N)cc1	-13	42	131*	96*	-1	-0.1	-19	1	5
Cc1ccccc1C(=O)Nc1cccc(C(=O)N/N=C/c2ccc3c(c2)OCO3)c1	-5	32	102	-11	3	0.5	2	-1	3
CCN(c1ccccc1)S(=O)(=O)c1ccc(C(=O)Nc2c(C)n(C)n(-c3ccccc3)c2=O)cc1	9	.	.	-7	6	-1.6	.	0	9
CC1=C(C(=O)N2CCOCC2)C(c2ccsc2)C2=C(CCCC2=O)N1 (stereo unspecified)	6	-18	102	-5	-4	-0.2	-10	10	0
COc1cc(/C=N/NS(=O)(=O)c2ccc(C)cc2)ccc1OCc1cccc(C(=O)O)c1	8	17	102	-2	3	-1.0	-1	4	3
Cc1cc2c(cc1C)NC(=O)CC(C(F)(F)C(F)(F)C(F)(F)F)=N2	-1	-1	95	-4	3	0.7	-9	-15	2
CC(OC(=O)Cn1[nH]c(=O)c2ccccc2c1=O)C(=O)Nc1ccc(F)cc1Cl (stereo unspecified)	9	.	.	3	1	-4.3	.	6	11
Cc1ccc(NC(=O)CSc2nc3sc(C)cc3c(=O)n2C)cc1	0	-28	102	-8	4	0.2	-18	-1	-7
CSc1ccccc1Nc1ncnc(N)n1	-4	39	98	1	5	-1.4	-15	-9	-5
CCC(C)NC(=O)CSc1ncccc1C(=O)O (stereo unspecified)	6	10	94	-5	4	1.4	2	3	-5
Clc1ccc(CNc2ccc(CNc3ncn[nH]3)cc2)c(Cl)c1	-28	20	102	-5	-4	0.9	-90	15	-5
CCc1cccc(NC(=S)Nc2ccc(CN3CCOCC3)cc2)c1	5	8	105	12	-3	-1.5	17	11	-1
Cc1cc(C(=O)COC(=O)c2ccc(NC(=O)CC#N)cc2)c(C)n1-c1ccc(OC(F)F)cc1	2	.	.	-4	6	9.2	.	11	-4
CCOc1ccc(CN2CCNC(=O)C2CC(=O)NCCCn2ccnc2)cc1 (stereo unspecified)	1	32	106	-4	-1	0.3	7	7	0
Cc1cccc(NC(=O)Cc2nnc(NC(=O)Nc3ccccc3F)s2)c1	-1	41	95	-3	-2	2.4	1	-3	-1
CCC(C)N(C(=O)COC(=O)C1C(C(=O)OC)=C(C)NC(C)=C1C(=O)OC)C1CCS(=O)(=O)C1 (stereo unspecified)	-5	38	106	1	-1	1.3	7	-9	0

MEKK3 PB1 HTS: what is marked active above.
SMILES	M4 PAM	PHOSPHO1 block	MEKK3 PB1 HTS	GalR3 antagonist	IDE cell activ	CRFBP-R2 agonist	pCIP destab	CRFR2-BP antag	IDE inh
CCCCCCCCCn1ccc(=N)cc1	-13	42	131*	96*	-1	-0.1	-19	1	5

(continued)
SMILES	M4 PAM	PHOSPHO1 block	MEKK3 PB1 HTS	GalR3 antagonist	IDE cell activ	CRFBP-R2 agonist	pCIP destab	CRFR2-BP antag	IDE inh
COc1ccc(CN=C(C#N)C2=C(O)c3ccccc3C2=O)cc1	3	33	108	2	6	-5.3	-4	10	-4
Cc1ccc(S(=O)(=O)NCCC(=O)N2CCN(C/C=C/c3ccccc3)CC2)cc1	3	.	.	-4	4	2.1	.	-5	-4
CC(C)=CC(=O)OCC(=O)Nc1ccc(SC(F)F)cc1	-5	53	99	5	-4	-3.2	-11	-12	-2
Cc1ccc2nc(SCC(=O)Nc3ccccc3N3CCOCC3)c(C#N)cc2c1	-2	-4	92	-2	-1	7.8	-7	-4	6
Cc1onc(-c2ccccc2)c1C(=O)Nc1ccccc1C#N	11&-3	11	104	3&-2	2&3	-0.2&-0.7	-20	-2&1	1
CC(C)C1OC2(C)OC(=N)C1(C#N)C(C#N)(C#N)C2c1ccccc1 (stereo unspecified)	1	-3	99	1	-3	62*	-6	-72	2
CCOc1ccc(OCCCCNC(C)(C)C)cc1	-2	-29	101	-5	0	-0.4	-21	-17	6
Cn1c(=O)n(C)c2cc([N+](=O)[O-])c(N3CCN(C(=O)C(C)(C)C)CC3)cc21	-12	23	99	-2	3	-0.7	-7	9	1

From PubChem
